Assay outcomes (PubChem BioAssay)
Eya2 phos inh – Eya2 (human) phosphatase inhibition. Potency, µM (series often up to 76.9 µM), without a hit: at the top dose activity, negative = inhibition, most hits filed as inhibitors. O00167. recombinant Eya2, OMFP fluorescence dephosphorylation (OMFP is methylfluorescein phosphate). 0.006% of 330,000 active; note: potency is the fitted concentration of half-maximal effect; % is set by controls: 0 for no effect and ±100 for the full control effect
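Eya2 protein (added as 0.2 uM solution) was preincubated with compound for 10 min at ambient temperature in 50 mM HEPES pH 7.5, 50 mM NaCl, 5 uM MgCl2, 0.05% BSA, 1 mM DTT. OMFP (added at 50 uM) then reacted 10 min; fluorescence read at 485/525 nm.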
ASM inhibitor – inhibitors of human secretory acid sphingomyelinase; P17405; placental ASM, HMU-PC fluorogenic substrate, 60 min; Potency, µM (top dose mostly 57.5 µM), without a hit: top-dose activity change, negative = inhibition, usual class: inhibitors; 0.006% of 340,000 active; AID 504937; note: potency is the fitted concentration of half-maximal effect
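Steps: dispense placental human ASM, pin compound, wait 10 min at room temperature, add HMU-PC0 substrate at 9 uM final, incubate 60 min at 37 °C, add stop solution raising pH to 10, read fluorescence.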
TSHR antagonist – human thyrotropin receptor antagonism | P16473 | TSHR-expressing cells, TSH-stimulated cAMP HTRF, 2 h; stronger effect = lower value | activity change, negative = inhibition, % at 11.5 µM | 0.2% of 330,000 active | AID 504810;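 active = activity change below a set negative limit, meaning inhibition stronger than a set level, cut at about -70% in these data; inconclusive = activity change between two set negative limits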; note: % is set by controls: 0 for no effect and ±100 for the full control effect
Target sequence (P16473 whole entry, looked up): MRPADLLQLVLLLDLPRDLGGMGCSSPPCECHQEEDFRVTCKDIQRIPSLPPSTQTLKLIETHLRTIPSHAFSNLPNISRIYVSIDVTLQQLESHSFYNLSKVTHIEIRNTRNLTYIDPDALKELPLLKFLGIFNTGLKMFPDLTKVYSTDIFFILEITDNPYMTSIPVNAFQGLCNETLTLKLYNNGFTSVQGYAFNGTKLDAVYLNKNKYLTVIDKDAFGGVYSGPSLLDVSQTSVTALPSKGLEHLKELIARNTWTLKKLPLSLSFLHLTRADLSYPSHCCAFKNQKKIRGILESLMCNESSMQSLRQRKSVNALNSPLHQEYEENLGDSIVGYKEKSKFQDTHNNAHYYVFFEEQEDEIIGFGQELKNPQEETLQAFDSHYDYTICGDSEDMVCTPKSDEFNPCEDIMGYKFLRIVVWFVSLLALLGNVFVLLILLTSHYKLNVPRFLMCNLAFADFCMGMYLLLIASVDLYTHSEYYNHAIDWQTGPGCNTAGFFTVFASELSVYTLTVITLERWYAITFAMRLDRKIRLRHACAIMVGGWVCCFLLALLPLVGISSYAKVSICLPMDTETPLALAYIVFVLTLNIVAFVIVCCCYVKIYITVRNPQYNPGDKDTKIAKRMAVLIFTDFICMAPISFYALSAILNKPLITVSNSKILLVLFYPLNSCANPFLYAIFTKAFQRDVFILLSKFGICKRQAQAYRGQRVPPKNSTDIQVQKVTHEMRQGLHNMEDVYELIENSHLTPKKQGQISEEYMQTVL
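TSHR-expressing cells, 200/well, pre-treated with compound, then stimulated with EC80 TSH (4nM final) for 2 hours at 37 deg C. cAMP measured by competitive HTRF: anti-cAMP cryptate antibody in lysis buffer plus cAMP-d2, read after 30 minutes at room temperature.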
Menin-MLL TR inh – menin-MLL binding inhibition, Texas Red mutant peptide; O00255; 0.23% of 270,000 active; Menin + Texas Red MLL mutant peptide, fluorescence polarization; Potency, µM (top dose mostly 61.6 µM), inactives show at the top dose FP activity change, negative = inhibition, most hits filed as inhibitors; active = well fitted inhibition curve with a large enough effect in the polarisation, with a control signal flat, not every such curve was filed as active; inconclusive = small, poorly fitted or top-dose-only effect, or effect the other way, or a change in a side signal; inactive = no such curve, though single readings can be large or run the other way; the % refers to the polarisation; note: potency is the fitted concentration of half-maximal effect; % of control where 0% means no effect; many of its hits are not listed in these tables
MBNL1-CUG inh – inhibitors of human MBNL1 binding to CUG repeat RNA; Q9NR56; TR-FRET MBNL1-His/biotin-(CUG)12 binding, 665/545 ratio; Potency, µM (highest dose often 57.5 µM), for the others: at the highest dose activity change, negative = inhibition, actives largely listed as inhibitors; 0.036% of 280,000 active; AID 2675; active = well fitted inhibition curve with a large enough effect in the signal ratio, with a control signal flat, not every such curve was filed as active; inconclusive = small, poorly fitted or top-dose-only effect, or effect the other way, or a change in a side signal; inactive = no such curve, though single readings can be large or run the other way; the % refers to the signal ratio; note: potency is the fitted concentration of half-maximal effect; % is set by controls: 0 for no effect and ±100 for the full control effect
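His-tagged MBNL1 binding to biotinylated (CUG)12 RNA was measured by TR-FRET using terbium anti-His antibody (0.055 ng/ul final) and streptavidin-XL665 (5 nM final). Compounds were titrated 92 nM to 58 uM; 60 min at room temperature.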
Chronic BCR inh – blocks chronic active B-cell receptor signaling; ABC-DLBCL IkBa-CBG/CBR reporter, luminescence ratio, 4 h; 0.05% of 340,000 active; AID 493014; Potency, µM (titrated, usually from 46.1 µM), inactives show top-dose ratio change, negative = lower green/red ratio, hits mostly inhibitors; active = well fitted inhibition curve with a large enough effect in the signal ratio, with a control signal flat, not every such curve was filed as active; inconclusive = small, poorly fitted or top-dose-only effect, or effect the other way, or a change in a side signal; the % refers to the signal ratio;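 note: potency is the fitted concentration of half-maximal effect; plate controls were basal doxycycline-induced cells for no effect and cells given 10 µM MG132 for full effect; MG132 reads +100%, hits lower the ratio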
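TMD8 human ABC-DLBCL cells with doxycycline-inducible IκBα–green luciferase fusion and unfused red luciferase, in 0.5% FBS medium; compounds up to 46 uM, 4 h at 37C. Green/red luminescence ratio, filter-overlap corrected, fitted to concentration-response curves.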
Mito fusion yeast – blocks mitochondrial division or promotes mitochondrial fusion; S. cerevisiae fusion-defective mutant growth rescue, CellTiterGlo 48 h; Potency, µM (series often up to 46.1 µM), for inactives: at the highest dose growth rescue (activation), most hits filed as activators; AID 485298; 0.23% of 320,000 active;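 note: potency is the fitted concentration of half-maximal effect; % of control where 0% means no effect; nearly all actives have a fitted effect of over 45% in size; temperature-sensitive fusion mutants such as fzo1-1 at 37 °C on non-fermentable ethanol glycerol medium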
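Luminescent cell viability in 1536-well qHTS format served as the measure of rescued growth in ts fusion-mutant S. cerevisiae cultured on non-fermentable YPEG for 48 hours at 37C.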
PKM2 activator – activators of human pyruvate kinase M2; P14618; purified PKM2, Kinase-Glo ATP luminescence, activation; response scale: 0% is enzyme alone, no compound; Potency, µM (titrated, usually from 57.5 µM), for inactives: at the top dose activation, actives largely listed as activators; 0.34% of 260,000 active; AID 1631; note: potency is the fitted concentration of half-maximal effect; % is set by controls: 0 for no effect and ±100 for the full control effect; nearly all actives have a fitted effect of over 55% in size
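ATP formation by purified human PK-M2, quantified via coupled luciferase luminescence after 1 h at room temperature with 0.1 mM ADP and 0.5 mM PEP final.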
KCNH2 WT inh – blocks the wildtype human KCNH2 potassium channel; U2OS, BacMam KCNH2, thallium flux FluxOr; stronger effect = lower value; activity change, % at 1.84 µM; Q12809; 0.37% of 340,000 active;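 active = maximum activity change below -70%; inconclusive = maximum activity change between -70% and -50%; inactive = maximum activity change above -50%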; note: % is set by controls: 0 for no effect and ±100 for the full control effect
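U2OS cells transduced with wild-type KCNH2 virus are loaded with FluxOr dye for 45 min, and thallium flux is measured in kinetic reads before and after stimulation buffer. Rate constants are normalized to DMSO controls.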
GALK inh – blocks human galactokinase activity | Purified GALK, Kinase-Glo residual ATP luminescence | 0.007% of 270,000 active | AID 1868 | P51570 | Potency, µM (series often up to 57.5 µM), without a hit: top-dose activity change, negative = inhibition, usual class: inhibitors; note: potency is the fitted concentration of half-maximal effect; % is set by controls: 0 for no effect and ±100 for the full control effect
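Galactose (100 uM) and ATP (35 uM) were turned over by 5 nM GALK for 1 h at RT. Kinase-Glo Plus then converted the remaining ATP into a luminescent signal.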
USP2a inh – USP2a (human) protease inhibition. 0.01% of 330,000 active. USP2 core, Ub-CHOP2 coupled fluorogenic reporter, 485/531. Potency, µM (highest dose often 38.3 µM), for the others: top-dose activity change, negative = inhibition, most hits filed as inhibitors;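 note: potency is the fitted concentration of half-maximal effect; plate controls were DMSO wells for no effect and full inhibition by NEM control for full effect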
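Deubiquitinase activity read as fluorescence (485/531 nm) after Ub-CHOP2 cleavage activates the enterokinase reporter on its substrate; USP2 core 10nM, Ub-CHOP2 and substrate 25nM each, 30min compound preincubation then 60min RT; data normalized to NEM, curves fitted.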
Starred values were filed as active, the others as inactive; ? = inconclusive; . = not tested or not shown; [ ] = dose if it differs, or a comment. Unless noted, calls come from the whole dose curve; as a rule, active = well fitted curve in the direction sought with a large enough effect; inconclusive = small, poorly fitted or top-dose-only effect, or another doubt; inactive = no such curve, though single readings can be large; an effect the other way counts as inactive or inconclusive.

SMILES	Eya2 phos inh	ASM inhibitor	TSHR antagonist	Menin-MLL TR inh	MBNL1-CUG inh	Chronic BCR inh	Mito fusion yeast	PKM2 activator	KCNH2 WT inh	GALK inh	USP2a inh
Fc1ccccc1/C=N/n1cc(-c2ccccc2)[nH]c1=S	-3%	-4%	-3	.	18%	-3%	6%	-2%	-6	5%	-2%
CCOC(=O)c1nnc(-c2ccccc2)nc1NC	1%	3%	3	-21%	?	?	6%	1%	-13	-1%	3%
O=C(O)c1cn(C2CC2)c2cc(N3CCN(S(=O)(=O)c4ccc5c(c4)OCCO5)CC3)c(F)cc2c1=O	0%	0%	-7	1%	-3%	?	2%	-8%	1	-2%	3%
CC(C)C1N(C(=O)CN2CCCC2)CCN1S(=O)(=O)c1ccccc1 (stereo not drawn)	9%	1%	-4	4%	13%	11%	3%	-4%	-5	-1%	2%
CCOc1ccc(C(=O)NC2CCN(C(=O)Nc3ccccc3OC)CC2)cc1	-3%	3%	5	-24%	?	?	8%	-25%	-11	-1%	0%
O=C(N/N=C\c1ccc(Oc2ccccc2)cc1)c1csnn1	1%	-1%	-15	?	-2%	0%	?	-9%	3	6%	2%
COc1cccc(Cn2cccc(NC(=O)Nc3cccc(C#N)c3)c2=O)c1	-10%	-1%	-4	.	-3%	5%	-4%	-9%	-18	-1%	-6%
CC1CCN(S(=O)(=O)c2ccc3c(c2)oc(=O)n3CC(=O)N2CCc3ccccc3C2)CC1	13%	3%	-4	1%	0%	-2%	1%	-1%	23	1%	-1%
COc1ccccc1N1C(=O)C2C3C=CC(C3)C2(C)C1=O (stereo not drawn)	0%[15.4 µM]	2%	-10	16%	-2%	1%	0%	0%	1	1%	3%
CCC(C(=O)OCc1csc(CC(=O)Nc2ccccc2C)n1)c1ccccc1 (stereo not drawn)	-23%	1%	24	.	.	?	24%	.	2	.	-14%
Cc1ccc(C(=O)NCC(c2ccc(F)cc2)N2CCOCC2)cc1 (stereo not drawn)	-1%	2%	9	.	-6%	-1%	19%	-14%	5	-2%	0%
Cc1cccc(-n2cc(-c3ccccc3)c3c(N4CCOCC4)ncnc32)c1	4%	-7%	-12	?	0%	?	11%	1%	-10	-1%	0%
COc1cccc(C(=O)OC(C)C(=O)Nc2ccc3c(c2)OCO3)c1 (stereo not drawn)	-12%	-2%	3	.	.	-7%	2%	.	2	.	3%
CCn1nc(C)c(CN2CCN(Cc3ccc(OC)c(C)c3C)C(CCO)C2)c1C (stereo not drawn)	3%	5%	3	-7%	-1%	-18%	-1%	1%	7	4%	-1%
Cc1c(C(=O)Nc2ccc(S(N)(=O)=O)cc2)oc2ccc(Cl)cc12	-5%	-1%	17	13%	54%[activator]	1%	-6%	?	-1	2%	2%
CCOc1ccc(Oc2ccc(Cl)cc2NC(=O)CCNC(C)=O)cc1	7%	4%	-1	-3%	-8%	-20%	-24%	0%	1	2%	0%
COc1ccc(CC(=O)NCC2CCCN(Cc3ccccc3OC)C2)cc1 (stereo not drawn)	1%	6%	39	18%	-10%	7%	4%	1%	2	3%	2%
CC(C)N1C(=O)CCC1C(=O)NC1CCCC1 (stereo not drawn)	10%	-3%	-3	0%	-12%	-1%	3%	-1%	21	-3%	-2%
COC(=O)C1=C(C)N(CCc2ccc(OC)c(OC)c2)C(=O)C1	15%	5%	6	-6%	0%	?	-3%	-5%	0	0%	0%
Cc1cc(C(=O)NC2CCCc3ccccc32)ccc1[N+](=O)[O-] (stereo not drawn)	-3%	-4%	-5	-19%	?	?	10%	-6%	1	-4%	10%
Cc1ccc(C(=O)N2CCC(Cc3ccccc3)CC2)cc1S(=O)(=O)N1CCOCC1	5%	-5%	-10	.	.	-10%	1%	.	9	.	3%
Cc1cc(C)cc(N(C)S(=O)(=O)c2nnc(NC(=O)C(C)C)s2)c1	3%	2%	-5	42%[activator]	-1%	2%	7%	.	-3	-2%	0%
COc1ccc(C2(C)NC(=O)N(CC(=O)Nc3ccc4c(c3)CCC4)C2=O)cc1OC (stereo not drawn)	3%	-5%	1	.	.	?	-6%	.	-4	.	-1%
CCC(=O)Nc1cc(SCCO)cc([N+](=O)[O-])c1	6%	-3%	-16	11%	?	5%	4%	6%	7	-1%	0%
C/C(=N\NC(=O)c1ccc(Cl)cc1)c1cccc(NC(=O)C(C)C)c1	3%	3%	-4	19%	-14%	?	2%	1%	-1	-2%	5%
N=c1c2c(n(Cc3ccc(F)cc3)c3c1CCC3)CCC2	16%	-3%	32	-9%	-20%	?	8%	6%	12	3%	0%
c1ccc2nc(N3CCOCC3)cnc2c1	-1%	140%[activator]	-15	17%	8%	?	0%	1%	8	-2%	3%
COc1cccc(NC(=O)c2cc(-c3ccc(C)o3)nc3ccccc23)c1	1%	98%[activator]	-17	?	41%[activator]	0%	-7%	-3%	-14	-2%	3%
Nc1ncncc1-c1ccc2ccccc2c1	15%	-1%	11	-15%	?	?	3%	2%	9	-2%	-4%
O=c1c2c(-c3cccs3)csc2ncn1/N=C/c1ccc(OC(F)F)cc1	23%	-6%	-8	51%[activator]	20%	8%	5%	2%	3	-3%	2%
CC(=O)N1CCN(S(=O)(=O)c2ccc(F)c(Cl)c2)CC1	8%	2%	-6	?	-2%	-5%	-4%	14%	-2	-3%	-1%
O=C(NCc1ccccc1)C(c1ccccc1F)N(CC1CCCO1)C(=O)c1ccccn1 (stereo not drawn)	5%	-1%	17	-25%	-6%	-1%	4%	0%	-4	12%	-1%
COc1cc(O)c(C(CCN2CCN(c3ccccc3)CC2)c2cc(OC)c(OC)c(OC)c2)c(OC)c1 (stereo not drawn)	-6%	5%	-1	-3%	2%	-11%	-11%	-5%	.	3%	-7%
CC(C)(C)c1ccc(CN2C(=O)c3ccccc3S2(=O)=O)cc1	-7%	-7%	-43	17%	-6%	?	-16%	2%	-3	1%	-2%
O=C(CN1c2ccccc2Sc2ccccc21)NNC(=O)Nc1cccc(Cl)c1	-17%	-10%	-14	.	2%	?	3%	3%	1	1%	0%
O=C(/C=C\Nc1cccc(F)c1)c1ccc2c(c1)OCO2	5%	57%	-4	10%	22%	?	0%	-11%	-2	5%	-1%
CCOC(=O)[C@H]1[C@H]2COc3ccc(Cl)cc3[C@@H]2N2C(=O)CN(Cc3ccc(OC)cc3)C(=O)[C@@]12C	-1%	-1%	-19	.	.	0%	5%	.	-3	.	0%
CC(=O)N/C(=N/c1nc(C)cc(C)n1)Nc1cccc(C)c1C	1%	-1%	-1	?	-5%	-1%	-8%	.	16	-1%	3%
O=C(NC1CCCC1)c1cc(=O)[nH]c2ccccc12	2%	11%	5	0%	2%	1%	2%	7%	7	4%	0%
Cc1nc(N2CCOCC2)nc(OCCN2CCOCC2)c1[N+](=O)[O-]	0%	1%	-9	-13%	0%	-9%	15%	-4%	-1	-2%	1%
Cc1ccc(CC(=O)Nc2ccc(F)c([N+](=O)[O-])c2)cc1C	-7%	-2%	-5	?	?	?	0%	8%	.	9%	-4%
Cc1ccc(NC(=O)C2Oc3ccccc3OC2C)cc1 (stereo not drawn)	-5%	0%	-1	-2%	0%	6%	3%	1%	-3	0%	0%
CC(C)c1ccc(N(C(=O)c2ccc3c(c2)OCO3)C2C=CS(=O)(=O)C2)cc1 (stereo not drawn)	-8%	-1%	-11	.	-7%	?	-1%	.	15	1%	0%
CSCCC(NC(=O)OCc1ccccc1)C(=O)O (stereo not drawn)	6%	2%	-5	1%	?	-2%	0%	-16%	4	1%	5%
COC(OC)c1nc(SCC(=O)Nc2cccc(Cl)c2)ncc1C(=O)O	-7%	5%	-5	.	.	?	-5%	-13%	-13	-1%	0%
CCCCN(C)Cc1c(C)[nH]c2c(Cl)cccc2c1=O	8%	2%	1	10%	-3%	5%	-8%	8%	-8	1%	1%

An excerpt; count on the stated rates, not on these rows.
